Assay outcomes deposited in PubChem BioAssay by several laboratories.
TROY NFkB inh = blocks TROY-dependent signaling in reporter cells; Q293 LMP1-TROYcd NF-kB luciferase reporter, 4 h; inhibition, % at 10 µM; actives 0.98% (n = 360,000); AID 1347056;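 active means compounds whose plate-normalised and pattern-corrected inhibition of the luciferase reporter signal at the single screening dose is 50% or more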
NR2E3 ag-1 = NR2E3 (human) agonism; GST-NR2E3/biotin-RetCOR TR-FRET, 1536-well; inhibition of corepressor binding, % at 4.78 µM; actives 0.12% (n = 320,000); AID 2300;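 active means percent inhibition above the cutoff of mean plus 3 SD of all tested compounds, set per screening campaign, cut at about 20% in these data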;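 further: 0% = DMSO wells and 100% = biotin wells as full block of FRET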
Target sequence (Q9Y5X4 whole entry, looked up): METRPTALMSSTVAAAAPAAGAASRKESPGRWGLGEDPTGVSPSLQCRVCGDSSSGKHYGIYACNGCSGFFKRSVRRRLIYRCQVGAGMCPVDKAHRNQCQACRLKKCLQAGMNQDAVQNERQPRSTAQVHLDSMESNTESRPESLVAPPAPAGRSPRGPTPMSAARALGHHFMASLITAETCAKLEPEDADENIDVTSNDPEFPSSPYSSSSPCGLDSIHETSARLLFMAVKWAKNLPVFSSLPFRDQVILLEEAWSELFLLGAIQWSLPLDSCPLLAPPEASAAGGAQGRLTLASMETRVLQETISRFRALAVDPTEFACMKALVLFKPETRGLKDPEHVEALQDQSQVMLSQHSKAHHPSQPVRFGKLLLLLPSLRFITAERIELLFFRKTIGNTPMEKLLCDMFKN
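Material: NR2E3–RetCOR corepressor complex / Incubation: Compound–protein incubation for 5 h at 4 °C / Dosing: compound at 4.8 µM, single dose / Detection: time-resolved FRET / Benchmarks: high control biotin, low control 0.6% DMSO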
CF NFkB block = blocks PAF-induced NF-kB reporter in cystic fibrosis cells | actives 0.86% (n = 360,000) | AID 588850 | inhibition, % at 5 µM | KKLEB NF-kB-GFP reporter, GFP fluorescence overnight;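 active means at least 50% inhibition at 5 µM, scaled per plate between neutral and stimulator controls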;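 further: PAF is a Pseudomonas aeruginosa culture filtrate used as stimulus; plate controls were PAF-stimulated DMSO wells for no effect and unstimulated DMSO wells for full effect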
KKLEB cytotox = CF airway cell cytotoxicity counter-screen. actives 0.36% (n = 360,000). KKLEB CF airway cells viability, ATPlite luminescence, overnight; hits give low values; cells stimulated with P. aeruginosa culture filtrate. activity change (cytotoxicity), % at 5 µM;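 active means corrected activity change at or below -50% at 5 µM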
TRAIL sens C8 = caspase-8 TRAIL sensitization; NB7+C8 cells + TRAIL, ATPlite viability luminescence; inhibition (viability loss, TRAIL sensitization), % at 10 µM; actives 1% (n = 360,000);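 active means compounds causing at least 50% loss of cell viability in the single-dose screen, relative to plate controls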
MITF TRPM1 inh = MITF TRPM1 promoter inhibition in SK-MEL-5 cells; SK-MEL-5 TRPM1 promoter luciferase, 24 h; inhibition, % at 12.5 µM; actives 0.83% (n = 330,000);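 active means mean inhibition across replicates of 60% or more, whatever share of single replicates reaches that level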; further: values of inactives mirror those of a sister screen read the other way
Shn3 3UTR inh = inhibitors of Schnurri-3 3'UTR reporter in osteoblasts; actives 0.52% (n = 360,000); Clone20 osteoblast Shn3 3'UTR firefly luciferase, 24 h; inhibition, % at 12.5 µM;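 active means mean inhibition of at least 75% with every replicate also reaching 75%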;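 further: 0% = median of neutral control wells and 100% = pilot-screen positive control compound; some compounds past the cut are filed as inactive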
NR2E3 ag-2 = human photoreceptor-specific nuclear receptor agonism; inhibition of corepressor binding, % at 3.98 µM; CHO-S Gal4-NCOR/VP16-NR2E3 two-hybrid, luciferase; actives 0.35% (n = 360,000); AID 602229;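 active means inhibition above the mean of all tested compounds plus 3 SD, cut at about 70% in these data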;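 further: 0% = DMSO with NR2E3 transfected cells and 100% = cells lacking NR2E3 construct; higher means lower luciferase signal from less NR2E3 corepressor binding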
HIF-2a block = HIF-2a inhibition; inhibition, % at 18.8 µM; AID 624352; actives 0.72% (n = 360,000); 786-0 RCC cells HIF-2a reporter, luciferase luminescence, overnight;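 active means inhibition of the luminescence signal of 40% or more relative to plate controls, in a single-dose primary screen at 18.75 µM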
Peg3 prom inh = Peg3 promoter activity inhibition; AID 588405; actives 1.7% (n = 360,000); HeLa PEG-Prom luciferase reporter, luminescence, overnight; inhibition, % at 20 µM;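 active means inhibition of at least 50% at 20 µM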
TWEAK-Fn14 inh = TWEAK-Fn14 signaling inhibition | actives 2% (n = 360,000) | TWEAK-stimulated Fn14 reporter cells, luciferase luminescence, 8 h | inhibition, % at 10 µM; in the data active means inhibition above about 50%
An asterisk follows results filed as active; . = not tested or not shown. Only part of the results is shown. The share of hits here may be higher or lower than overall.

no.	Compound	TROY NFkB inh	NR2E3 ag-1	CF NFkB block	KKLEB cytotox	TRAIL sens C8	MITF TRPM1 inh
1	O=c1[nH]c2cccc(Cl)c2c2ccccc12	-7	.	14	1	3	.
2	CCC(C)N1CC23C=CC(O2)C(C(=O)OC)C3C1=O (stereo unspecified)	-2	-3	-8	3	-4	3
3	CCc1ccccc1OCCOc1ccc(C)cc1OC	-51	0	4	-6	-23	-7
4	CC(=O)N1c2ccc(S(=O)(=O)NCC3CCC(C(=O)N4CCCC(C)C4)CC3)cc2CC1C (stereo unspecified)	1	-1	-2	-5	-1	4
5	Cc1ccnc(NC(=S)NC(=O)c2ccco2)c1	-65	-1	-11	-7	53*	-69
6	O=C(Nc1ccc(F)cc1)c1cccc(N2C(=O)C3C4CCC(C4)C3C2=O)c1 (stereo unspecified)	-1	0	-4	-1	11	3
7	CCCn1nnc(NC(=S)NC(=O)c2ccc(-c3ccc(Br)cc3)o2)n1	-30	-3	22	3	-9	-3
8	Cc1ccc(-c2ccc(CCC(=O)O)n2-c2cccc(O)c2)cc1	-25	-1	-12	12	-8	-4
9	CC(C)CNC1CS(=O)(=O)CC1O (stereo unspecified)	0	0	12	-1	-2	-9
10	O=C(NCC1CCCO1)c1ccc(NS(=O)(=O)c2cccs2)cc1 (stereo unspecified)	-1	3	6	3	3	-6
11	COc1ccc(NC(=O)CSc2nnc(COc3ccccc3)n2Cc2ccco2)cc1OC	-4	2	13	2	-15	-3
12	CCCCNC(=O)c1onc(CSc2ccccc2)c1C(=O)NCCCC	-19	3	0	-16	-1	4
13	Cc1nc(C2COc3ccccc3O2)sc1C(=O)O (stereo unspecified)	-41	-1	4	-6	0	-42
14	CC(C)COc1ccc(C(=O)CCN2CCCCC2)cc1	23	-1	0	-2	9	-1
15	Cc1cccc(C(=O)O)c1NC(=O)Cc1cccc2ccccc12	5	7	-1	4	-12	-1

no.	Shn3 3UTR inh	NR2E3 ag-2	HIF-2a block	Peg3 prom inh	TWEAK-Fn14 inh
1	22	23	-22	-5	-36
2	6	-21	11	8	-10
3	-15	2	-78	-62	-11
4	42	-16	11	21	-14
5	-95	-124	-271	-372	-5
6	4	-13	-21	-8	-16
7	1	-18	-42	-34	-15
8	-67	-107	2	0	-11
9	-17	11	11	-6	4
10	3	10	12	10	2
11	17	-13	-6	7	6
12	-5	-18	23	6	-12
13	-24	-61	-89	-87	-18
14	2	3	-19	-36	9
15	3	15	19	22	4

2 compounds drawn at random from the list so far, as already listed:
no.	Compound	TROY NFkB inh	NR2E3 ag-1	CF NFkB block	KKLEB cytotox	TRAIL sens C8	MITF TRPM1 inh
1	O=c1[nH]c2cccc(Cl)c2c2ccccc12	-7	.	14	1	3	.
9	CC(C)CNC1CS(=O)(=O)CC1O (stereo unspecified)	0	0	12	-1	-2	-9

no.	Shn3 3UTR inh	NR2E3 ag-2	HIF-2a block	Peg3 prom inh	TWEAK-Fn14 inh
1	22	23	-22	-5	-36
9	-17	11	11	-6	4

Back to the main list; the two compounds before the break are reprinted first.
no.	Compound	TROY NFkB inh	NR2E3 ag-1	CF NFkB block	KKLEB cytotox	TRAIL sens C8	MITF TRPM1 inh
14	CC(C)COc1ccc(C(=O)CCN2CCCCC2)cc1	23	-1	0	-2	9	-1
15	Cc1cccc(C(=O)O)c1NC(=O)Cc1cccc2ccccc12	5	7	-1	4	-12	-1
16	CCCCn1c(NCCC)nc2c1c(=O)[nH]c(=O)n2C	-7	.	13	-7	2	-13
17	CCOc1ccccc1CNC(=O)CCNC(=O)Cn1ccc2ccccc2c1=O	10	-3	8	-8	-12	5
18	CCOc1ccc(CCNC(=O)c2nnn(CC(=O)Nc3c(C)cc(C)cc3C)c2N)cc1OCC	-7	0	14	4	5	5
19	CCCCC(=O)Oc1cc(C)[nH]c(=O)c1[N+](=O)[O-]	-9	1	-6	15	-5	2
20	COc1ccccc1C(=O)CN1C(=O)NC2(CCc3ccccc32)C1=O (stereo unspecified)	10	-3	-17	11	0	-2
21	O=C(CSc1nnc(-c2ccc(OC(F)F)cc2)o1)NC(=O)NCc1ccco1	-6	-1	9	4	-1	14
22	O=C(Nc1cccc([N+](=O)[O-])c1)Nc1ccc2c(c1)OCCO2	-60	2	-1	-7	31	-82
23	Cc1ccc(CN2C(=O)c3ccccc3C2C(=O)NCC2CCCO2)cc1 (stereo unspecified)	-3	-1	3	5	-2	8
24	COC(C)(C)[C@]12CC(O)(C(C)C)ON1[C@H]1CCCCC1N2O (stereo partly specified)	0	-1	5	-1	-21	7
25	CC1CCN(C(=O)Cn2ncc3c([nH]c4ccccc43)c2=O)CC1	21	-3	0	-6	-9	-2
26	O=C1CC(c2ccccc2)n2ncnc2N1 (stereo unspecified)	4	-3	-1	5	8	-9
27	O=C(NCc1cccnc1)C1CC(c2cccc(Br)c2)=NO1 (stereo unspecified)	5	-1	-3	6	-28	-6
28	CCCCNC(=S)N/N=C/c1ccccc1F	-45	-3	7	5	2	-7
29	COc1cccc(C2CC(c3cccs3)=NN2C(=O)CSc2nc3ccccc3s2)c1OC (stereo unspecified)	1	-5	-3	-5	8	18
30	COc1ccc(-c2cc(=O)oc3cc(O)ccc23)cc1	26	2	82*	-4	12	-6

no.	Shn3 3UTR inh	NR2E3 ag-2	HIF-2a block	Peg3 prom inh	TWEAK-Fn14 inh
14	2	3	-19	-36	9
15	3	15	19	22	4
16	-11	0	9	4	6
17	-6	7	10	32	-9
18	12	-11	7	16	4
19	-3	-9	18	-6	0
20	7	1	5	-1	-9
21	-5	-14	-24	-11	10
22	-37	-78	-280	-328	5
23	-10	-21	15	5	-11
24	6	-5	4	1	-7
25	2	-31	3	12	8
26	2	5	11	4	-8
27	-7	-16	9	25	4
28	-10	-28	-64	-66	-11
29	4	0	7	15	10
30	15	-33	-4	5	64*

More entries:
no.	Compound	TROY NFkB inh	NR2E3 ag-1	CF NFkB block	KKLEB cytotox	TRAIL sens C8	MITF TRPM1 inh
31	Cc1cc(C)c(NC(=O)CNC(=O)[C@@H]2CCCN2C(=O)c2cccs2)c(C)c1	-5	2	-7	-4	-2	1
32	CN(C(=O)CN1C(=O)NC(c2ccccc2)(c2ccccc2)C1=O)C1CCS(=O)(=O)C1 (stereo unspecified)	-4	-3	24	0	-17	13
33	COc1ccccc1CNC(=O)CSc1nc2ccccc2c(=O)n1CCCN1CCOCC1	-7	-2	2	-19	-3	-7
34	CCn1cc(S(=O)(=O)CC(=O)Nc2ccc3c(c2)OCCO3)c2ccccc21	-14	2	8	1	13	-2
35	CC(=O)OCC1(C)CN(c2ccccc2)NC1=O (stereo unspecified)	6	1	11	1	22	8
36	O=C(NC(=S)NCc1ccccc1)c1ccc2c(c1)OCO2	-44	-1	-2	2	-8	-13
37	Cc1cc(N/N=C/c2ccc(F)cc2)nc(-n2nc(C)cc2C)n1	4	-1	-17	8	6	.
38	O=C(NC(Cc1ccccc1)C(=O)N1CCCCCC1)c1ccccc1 (stereo unspecified)	17	.	23	5	-18	-4
39	O=C(CN(C1CCCCC1)S(=O)(=O)c1ccc(Cl)cc1)NCCCO	-13	-3	0	6	-4	1
40	COc1ccc(NC(=O)CN2C(=O)NC3(CCCC3)C2=O)cc1	-14	1	6	-2	-2	-5
41	Cc1cc(NS(=O)(=O)c2ccc(NC(=O)COc3ccc(Cl)cc3)cc2)no1	-1	-3	-6	-2	21	5

no.	Shn3 3UTR inh	NR2E3 ag-2	HIF-2a block	Peg3 prom inh	TWEAK-Fn14 inh
31	-10	-14	2	12	-11
32	-4	-2	-1	-4	-5
33	9	12	16	3	0
34	-1	-16	-5	3	-5
35	2	-18	14	-4	6
36	-10	-46	-169	-112	-11
37	17	94*	-14	4	-15
38	-2	-6	21	24	0
39	6	-15	11	5	-1
40	-10	-8	-5	-3	33
41	13	1	12	1	7

An excerpt from above in order of the CF NFkB block value, low to high:
| No. | Compound | CF NFkB block |
| --- | --- | --- |
| 31 | Cc1cc(C)c(NC(=O)CNC(=O)[C@@H]2CCCN2C(=O)c2cccs2)c(C)c1 | -7 |
| 34 | CCn1cc(S(=O)(=O)CC(=O)Nc2ccc3c(c2)OCCO3)c2ccccc21 | 8 |
| 35 | CC(=O)OCC1(C)CN(c2ccccc2)NC1=O (stereo unspecified) | 11 |
